From PubChem
WRN inhibitor – inhibitors of human WRN helicase. Q14191. WRN helicase unwinding, fluorescent forked duplex, kinetic. Potency, µM (titrated, usually from 114 µM), inactives show at the top dose activity change, negative = inhibition, most hits filed as inhibitors. hit rate 0.46% among 360,000. AID 651768; note: potency is the fitted concentration of half-maximal effect; % is set by controls: 0 for no effect and ±100 for the full control effect; nearly all actives have a fitted effect of over 55% in size
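Screening of the MLSMR collection measured strand separation of a quenched forked DNA duplex (100 nM) by 20 nM WRN with 2 mM ATP, all final. Compounds were preincubated with enzyme 15 min at room temperature.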
PLK1 PBD block – blocks phosphopeptide binding to human PLK1 polo-box domain. P53350. Plk1 PBD binding of FITC phosphopeptide, fluorescence polarization. Potency, µM, for the others: max response, negative = inhibition, usual class: inhibitors. hit rate 2.8% among 360,000; note: potency is the fitted concentration of half-maximal effect; series mostly up to about 57 µM; % is set by controls: 0 for no effect and ±100 for the full control effect; nearly all actives have a fitted effect of over 65% in size
Target sequence (P53350 whole entry, looked up, the tested form may be a part): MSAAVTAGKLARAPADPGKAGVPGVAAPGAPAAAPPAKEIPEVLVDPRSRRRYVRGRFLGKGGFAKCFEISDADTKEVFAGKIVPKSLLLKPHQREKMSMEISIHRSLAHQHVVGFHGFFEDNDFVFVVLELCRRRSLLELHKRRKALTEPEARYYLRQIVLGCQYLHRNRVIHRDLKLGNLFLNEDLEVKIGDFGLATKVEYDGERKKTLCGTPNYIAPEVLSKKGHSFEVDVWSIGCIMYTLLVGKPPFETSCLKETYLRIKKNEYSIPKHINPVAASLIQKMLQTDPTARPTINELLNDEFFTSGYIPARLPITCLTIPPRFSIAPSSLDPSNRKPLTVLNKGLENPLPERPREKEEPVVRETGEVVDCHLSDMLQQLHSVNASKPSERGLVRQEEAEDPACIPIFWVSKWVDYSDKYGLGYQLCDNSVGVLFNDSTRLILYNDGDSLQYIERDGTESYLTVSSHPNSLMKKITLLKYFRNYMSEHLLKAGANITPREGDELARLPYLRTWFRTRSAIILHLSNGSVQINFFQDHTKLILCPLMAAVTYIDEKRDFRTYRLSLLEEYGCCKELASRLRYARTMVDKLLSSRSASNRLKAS
EPAC1 agonist – activates human EPAC1 exchange factor | EPAC1 agonist qHTS, biochemical assay; response scale: 100% = response to 6.5 mM cAMP | Potency, µM (titrated, usually from 154 µM), without a hit: top-dose activation, most hits filed as activators | hit rate 0.073% among 360,000 | AID 720707; note: potency is the fitted concentration of half-maximal effect; nearly all actives have a fitted effect of over 60% in size
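Multi-concentration qHTS readout: loss of Rap1B-bound BODIPY-GDP fluorescence driven by 100 nM EPAC1 with excess GDP (50 uM), monitored kinetically at room temperature; agonist response expressed relative to 6.5 mM cAMP.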
aSyn rescue – inhibitors of alpha-synuclein toxicity in yeast; Yeast expressing alpha-synuclein, growth rescue, BacTiter-Glo, 24 h; Potency, µM (top dose mostly 46.1 µM), inactives show top-dose growth rescue (activation), hits mostly activators; hit rate 0.14% among 370,000; AID 652106; note: potency is the fitted concentration of half-maximal effect; % of control where 0% means no effect; nearly all actives have a fitted effect of over 65% in size
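Readout is rescue of growth in alpha-synuclein-expressing yeast, so inhibitors of toxicity appear as activators. Growth after 24 hr at 30 deg C in galactose medium is quantified by luminescence.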
Abeta yeast res – compounds reversing amyloid beta toxicity in yeast | yeast expressing A-beta42, growth rescue, OD600, 48 h; response scale: 0% DMSO, 100% iron-clioquinol control | Potency, µM (top dose mostly 46.1 µM), inactives show at the highest dose growth rescue, actives largely listed as activators | hit rate 0.063% among 410,000; note: potency is the fitted concentration of half-maximal effect; nearly all actives have a fitted effect of over 55% in size
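Yeast growth medium received pinned compounds, then yeast cells expressing toxic A-beta were added; plates incubated at 30 C for 48 hr. Growth read as absorbance at 600 nm, normalized to DMSO and equimolar FeCl3 plus clioquinol controls.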
PI5P4K alpha inh – inhibitors of human PI5P4K alpha | P48426 | PI5P4Kalpha enzyme, ADP-Glo luminescence, 60 min; active compounds read low | max response, % | hit rate 1.2% among 330,000 | AID 652105; active = max response of -50% or lower; inconclusive = between -30% and -50%; inactive = -30% or higher; note: value at the top dose of about 77 µM; % is set by controls: 0 for no effect and ±100 for the full control effect
Target sequence (P48426 whole entry, looked up): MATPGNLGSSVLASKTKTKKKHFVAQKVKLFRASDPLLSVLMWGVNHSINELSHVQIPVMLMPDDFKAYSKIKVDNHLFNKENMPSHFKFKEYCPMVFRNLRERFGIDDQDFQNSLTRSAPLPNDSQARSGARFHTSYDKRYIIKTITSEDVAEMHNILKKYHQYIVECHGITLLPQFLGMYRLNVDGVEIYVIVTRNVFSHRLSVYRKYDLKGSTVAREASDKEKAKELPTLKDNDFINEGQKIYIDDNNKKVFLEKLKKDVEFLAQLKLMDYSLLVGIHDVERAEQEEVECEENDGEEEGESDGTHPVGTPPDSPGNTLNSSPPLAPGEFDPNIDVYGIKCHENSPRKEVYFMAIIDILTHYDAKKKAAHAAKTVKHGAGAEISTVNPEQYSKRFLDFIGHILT
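ADP-Glo luminescence end-point after a 60 min room-temperature kinase reaction. PI5P4Kalpha and substrate in HEPES pH 7.4 buffer with EGTA, 0.1% CHAPS and 5% DMSO; ATP at 5 microM final.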
IL2 activator – IL-2 activation. IL-2 activation reporter assay, cell-based qHTS; stimulated with anti-CD3/CD4/CD28 beads; in transgenic mouse T cells. activation, % (series mostly up to about 46 µM). hit rate 0.065% among 360,000; in the data active = activation above about 50%; inconclusive = mostly about 30% to 49%; note: 0% is about no effect
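Readout: EGFP and DsRed signals by fluorescent plate cytometry. Unstimulated transgenic mouse T cells received compound 60 min before antibody-bead stimulation, then incubated 18 h at 37 degrees C.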
EPAC1 antagonist – antagonists of human EPAC1. EPAC1 GEF assay, Rap1b-BODIPY-GDP exchange fluorescence. Potency, µM (titrated, usually from 115 µM), for the others: at the top dose activity change, negative = inhibition, usual class: inhibitors. hit rate 0.14% among 360,000. AID 720709;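 note: potency is the fitted concentration of half-maximal effect; plate controls were vehicle for no effect and positive control for full effect; nearly all actives have a fitted effect of over 50% in size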
FUS suppressor – FUS proteinopathy suppression in yeast. S. cerevisiae FUS-expressing, growth rescue, OD600, 24 h. Potency, µM (top dose mostly 76.6 µM), inactives show at the top dose growth rescue (activation), actives largely listed as activators. hit rate 0.24% among 390,000;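 note: potency is the fitted concentration of half-maximal effect; plate controls were DMSO vehicle for no effect and reference control for full effect; nearly all actives have a fitted effect of over 55% in size; some results filed as inactive show a strong effect at the top dose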
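Yeast expressing FUS under galactose induction, OD 0.005 in 2% galactose medium; compounds in a dilution series, 24 h at 30C. Growth rescue by absorbance at 600 nm; CP55940 positive control, DMSO negative.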
Numbers without * were called inactive; ? = inconclusive; · = not tested or not shown; [ ] = another dose, or the depositor's remark. Unless noted, calls come from the whole dose curve; as a rule, active = well fitted curve in the direction sought with a large enough effect; inconclusive = small, poorly fitted or top-dose-only effect, or another doubt; inactive = no such curve, though single readings can be large; an effect the other way counts as inactive or inconclusive.

Preview:
Compound | FUS suppressor | EPAC1 agonist | aSyn rescue | Abeta yeast res | IL2 activator | EPAC1 antagonist | PLK1 PBD block | WRN inhibitor | PI5P4K alpha inh
CCCC(=O)Nc1ccc(C=C(C(C)=O)C(C)=O)cc1 | 14% | 7% | 11% | -18% | 0.3 | 0% | -9% | -8% | 4
CCOc1c2ccc(C(=O)NCCc3ccc(C)cc3)cc2nn1CC | -4% | 4% | -2% | -5% | 0.2 | 2% | 3% | 4% | 2

The listing (from the top)
Compound | FUS suppressor | EPAC1 agonist | aSyn rescue | Abeta yeast res | IL2 activator | EPAC1 antagonist | PLK1 PBD block | WRN inhibitor | PI5P4K alpha inh
CCCC(=O)Nc1ccc(C=C(C(C)=O)C(C)=O)cc1 | 14% | 7% | 11% | -18% | 0.3 | 0% | -9% | -8% | 4
CCOc1c2ccc(C(=O)NCCc3ccc(C)cc3)cc2nn1CC | -4% | 4% | -2% | -5% | 0.2 | 2% | 3% | 4% | 2
COc1cc(/C=C2\SC(=S)N(Nc3ncc(C(F)(F)F)cc3Cl)C2=O)cc(OC)c1OC | ? | 10% | -13% | -1% | -0.2 | -17% | -9% | -16% | ·
CCCCN(C)CCCNC(=O)CC1Oc2ccccc2NC1=O (stereo unspecified) | -9% | -16% | -1% | -3% | 0.0 | 0% | -26% | 3% | 2
COc1ccccc1C1CCN(Cc2cccc(C(=O)N3CCC(O)CC3)c2)CC1 | -18% | 11% | -3% | 5% | 2.5 | -10% | -12% | 6% | 0
Cc1cc(NC(=O)CC(C)C)c(=O)n(Cc2ccccc2F)c1 | 23% | -5% | 13% | -34% | 2.3 | -7% | -17% | 3% | -12
Cc1nc2c(C)cccc2cc1C(=O)N/N=C/c1ccc(C(=O)O)cc1 | -11% | 7% | 0% | -13% | 2.1 | 7% | 30µM* | -4%[57.1 µM] | 10
Cc1ccc(NS(=O)(=O)c2ccc(C(=O)NCC3CCCO3)cc2)cc1 (stereo unspecified) | 24% | -1% | -4% | -8% | 3.5 | 15% | -7% | -1% | -1
CCC(C)C(=O)OCC1(c2ccc(C)cc2OC(=O)C(C)C)CO1 (stereo unspecified) | 11% | -7% | 6% | 6% | 0.1 | -3% | -4% | 1% | -2
CN(C(=O)C1CCC(CNS(=O)(=O)c2cccc3cccnc23)CC1)C1CCCCC1 (stereo unspecified) | 17% | 5% | 15% | 24% | -3.5 | -8% | -18% | -1% | -5
COc1cc2ccccc2cc1C(=O)Nc1nccs1 | 11% | -10% | -2% | -4% | -3.6 | 0% | -6% | -8% | 10
CC(=O)Nc1ccc(CN2CCN(CCC(C)C)C(CCO)C2)cc1 (stereo unspecified) | 16% | -8% | -1% | 2% | -1.3 | -1% | 3% | 2%[57.1 µM] | 2
Cc1nn(-c2ccc(Cl)cc2)c(=O)c2ccccc12 | -6% | 9% | 2% | -22% | 0.1 | -13% | -8% | -2% | 2
Cc1ccccc1OCC(=O)Nc1cccc(NC(=O)c2ccco2)c1 | 18% | 0% | -8% | -15% | -0.2 | 0% | -7% | -2% | 2
NS(=O)(=O)c1ccc(NCc2ccccc2OCc2ccc(F)cc2)cc1 | 9% | ? | 3% | 5% | 0.6 | -22% | 0% | -13% | -2
Cc1ccc(S(=O)(=O)NCCC(=O)NNc2c(F)c(F)cc(F)c2F)cc1 | 3% | -2% | -3% | -7% | 0.1 | -21% | -16% | 3% | 1
COC(=O)c1ccccc1OCC(=O)NC1CCCCC1 | 5% | 2% | 21% | -6% | 1.4 | 0% | 4% | 13% | ·
CCN(CC)CCCN=Cc1c(-c2ccccc2)[nH]n(-c2nc3ccccc3s2)c1=O | ? | -2% | -2% | -22% | -1.7 | -4% | -10% | 2% | 1
S=C(Nc1ccc(Nc2ccccc2)cc1)N1CCN(c2ncccn2)CC1 | 18% | 16% | -5% | -7% | -0.8 | -13% | -30% | 6% | -1
COc1ccc(CCNC(=O)C2CCN(S(=O)(=O)c3ccc4c(c3)oc(=O)n4C)CC2)cc1OC | 29% | 11% | 0% | 15% | -1.1 | -21% | 2% | -3% | 0
CCNC(=O)C1(C)CCCN(Cc2noc(-c3ccccc3OC)n2)C1 (stereo unspecified) | -25% | -5% | -11% | -14% | -0.8 | -19% | -5% | -6% | 0
CC(C)CSc1n[nH]c(N)n1 | 2% | 13% | 2% | 11% | -2.8 | 9% | -5% | 1% | 0
Nc1cc([N+](=O)[O-])ccc1Nc1ccccc1 | 13% | 5% | 8% | 10% | -3.9 | -24% | -5% | -9% | 1
O=C(COc1cccc(F)c1)Nc1nc(-c2ccccn2)cs1 | 10% | 1% | ? | ? | -3.0 | 0% | 11µM* | 4% | ?
C=CCN(CC=C)CCOc1ccc2ccccc2c1 | 1% | -5% | 1% | 5% | -2.0 | -11% | -1% | 0% | 11
O=C(Oc1cc(Cl)ccc1Cl)C1=CC=CN2CCS(=O)(=O)N=C12 | 0% | -5% | -6% | -23% | -0.2 | 1% | -21% | -10% | 3
CCN(CCO)Cc1csc2c(Br)cccc12 | 5% | -9% | -1% | 11% | -0.3 | -26% | -5% | 6% | 11
CCN(CC)S(=O)(=O)c1ccc(NC(=O)c2ccccn2)cc1 | 17% | 2% | -3% | -1% | 2.0 | 5% | 2% | -8% | 0
CCn1cc(C(=O)NCC2CCCO2)c(=O)c2cc(S(=O)(=O)N3CCC(C)CC3)ccc21 (stereo unspecified) | 20% | -12% | 1% | 4% | -0.8 | 0% | -1% | 9% | ·
O=C(c1cc(-c2ccc(Cl)cc2Cl)on1)N1CCCC1 | 1% | -3% | 5% | -4% | -2.1 | 3% | -4% | 0% | 10
CC1CCCC(C)N1C(=O)CN1C(=O)NC2(CCOc3ccccc32)C1=O (stereo unspecified) | 3% | -3% | 2% | -1% | 6.8 | 4% | 3% | -13% | -2
O=C1NC[C@H](CCCCN2C[C@H](Cc3ccc(O)cc3)N(Cc3ccccc3)C(=O)C2=O)N(CCc2ccccc2)C1=O | 21% | -25% | 1% | -3% | -0.4 | 8% | 1% | 1% | 0
O=C(O)Cc1coc(-c2ccc(F)cc2)n1 | 5% | -3% | 1% | -8% | -2.4 | -5% | -9% | 10% | -3
Cc1cc(=O)[nH]c2c1cnn2Cc1ccccc1 | -2% | 2% | 3% | 9% | 1.8 | 4% | 0% | 2% | -7
CCCS(=O)(=O)N1CCCC(C(=O)NCCN(CC)CC)C1 (stereo unspecified) | 3% | 13% | -1% | 0% | 0.0 | -11% | -3% | 7% | 2
CC(C)C(=O)N1CCC1(C)C(=O)NCc1cc(Cl)ccc1F (stereo unspecified) | -3% | 14% | 6% | -4% | -0.2 | -12% | -16% | 21% | 3
CC(C)c1nnc(NC(=O)CCC(=O)N2CCN(c3cccc(Cl)c3)CC2)s1 | 6% | 7% | 5% | -5% | -1.2 | -11% | -2% | -5% | 3
Cc1ccc(/C=C/C(=O)NC(=S)Nc2ccccc2C(=O)NC2CCCCC2)cc1 | -1% | -8% | -3% | 23% | 0.9 | -5% | 4% | -4% | ·
C=CCNc1ccc(F)c(F)c1N1CCCCCC1=O | 7% | 3% | -5% | 6% | 0.1 | 1% | -11% | 4% | -5
COc1ccccc1CNC(=O)Cn1nnnc1CN(C)C(C)C | -20% | 14% | -3% | -13% | 0.1 | -29% | -13% | -6% | -4
COc1ccc(NC(=O)Nc2cccc3ccccc23)c(OC)c1 | 11% | 6% | 2% | 12% | 0.5 | -1% | -5% | 0% | 10
COc1ccc(C(=O)NC2CCN(C(=S)Nc3cccc(C)c3)CC2)cc1 | 16% | -5% | 6% | -3% | -0.4 | -2% | -6% | -3% | ·
O=C(NCCNC(=O)c1cccnc1)c1ccc(Br)cc1 | 7% | -1% | -4% | -2% | -0.2 | -17% | 0% | 3% | 0
CCC(=O)Nc1nc(-c2cc([N+](=O)[O-])cs2)cs1 | -28% | 7% | -1% | 2% | -0.2 | -2% | -9% | -1% | -2
OCCCCc1nccc2c1[nH]c1ccccc12 | -34% | -8% | 1% | 4% | -1.4 | -2% | 1% | 6% | -1
CC(C)N1CCN(S(=O)(=O)c2ccccc2)c2ccccc21 | 20% | 10% | 2% | -10% | -0.9 | 0% | 4% | 4% | -1
COC(=O)[C@H]1[C@H]2C[C@@H]3c4[nH]c5cc(OC)ccc5c4CCN3C[C@H]2C[C@@H](OC(=O)c2ccc(N)cc2)[C@@H]1OC | ? | 1% | 0% | -16% | 0.1 | 7% | 1% | -9% | -6
CC(C)(C)N(Cc1ccccc1)C(=O)c1ccc(Cl)cc1[N+](=O)[O-] | 10% | 4% | 14% | -20% | -2.5 | -16% | -9% | -32%[57.1 µM] | -3
CCOC(=O)Cc1csc(NC(=O)CSc2nnc(-c3ccc(OC)cc3)n2C)n1 | 13% | -3% | 0% | 14% | -0.7 | 6% | 4% | 6% | ·
COC(=O)c1cc2oc(C)cc2n1CC(=O)N1CCCc2ccccc21 | 13% | -3% | 8% | 5% | -2.4 | -6% | -22% | 0% | -16
CCN=C1S/C(=C\c2ccc(N3CCOCC3)cc2C)C(=O)N1CC | · | 8% | 0% | -7% | -1.8 | -3% | 2% | 2% | -9
O=S(=O)(/N=C(\[O-])C[n+]1ccccc1)c1ccc(Cl)cc1 | 0% | 7% | -4% | -2% | -3.0 | 4% | -2% | 1% | 1
Cc1c(C)c2ccc(Oc3ccc([N+](=O)[O-])cc3C(F)(F)F)c(C)c2oc1=O | -7% | 5% | 1% | 0% | 0.3 | -1% | -2% | -7% | 10
CCOC(=O)C(Oc1ccc(=O)[nH]n1)C(C)=O (stereo unspecified) | -2% | -1% | -3% | 15% | 0.0 | -7% | -6% | 8% | 10
CCCC1c2ccc(C)n2CCN1C(=O)Nc1ccc(F)cc1 (stereo unspecified) | 14% | 11% | 4% | -8% | 0.1 | -4% | -5% | -8% | 0
